High-throughput results as filed in PubChem BioAssay.
Diaphorase act – counter-screen for diaphorase-based assays: diaphorase activators and chemical reducers; Diaphorase/resazurin coupled assay, resorufin fluorescence, 16 min; stronger effect = higher value; 1 = vehicle wells, 0 = NADH-free wells; activation factor at 20 µM; actives 0.005% (n = 190,000); AID 1229;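 active means diaphorase activity raised at least twofold by the compound at 20 µM; inactive means activation factor below 2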
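Test system: Clostridium kluyveri diaphorase, purified enzyme; input: enzyme 0.07 U/mL final; buffer or medium: 50 mM HEPES pH 7.4 with 4.542 mM MgCl2, 0.005% Tween 20; also added: 0.114 mM NADH and 0.1 mM resazurin, final amounts; schedule: 16 min enzyme reaction, ambient temperature; technique: fluorescence of resorufin, 544 nm excitation, 590 nm emission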
FLuc stim CS – firefly luciferase counter-screen for stimulation assays; P08659; ATPlite luciferase biochemical, luminescence, 10 min; 0 = ATP-free wells, 1 = DMSO control; activation factor at 10 µM; 200,000 tested, under 10 active; AID 1027;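 active means luciferase activation factor, scaled between plate controls, of at least 2 with compound at 10 µM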
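Material: luciferase plus luciferin reagent, cell-free. Medium: PBS buffer for ATP. Also added: ATP substrate, dispensed from a 10.24 µM working solution in PBS. Doses: test compounds dosed from 2 mM stocks in 100% DMSO. Incubation: 10 min post-reagent at room temperature. Technique: light output (luminescence). Read-out basis: luminescence gain marking luciferase activators.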
TNAP inh hi DEA – TNAP (human) inhibition, high acceptor | inhibition, % at 20 µM | P05186 | purified TNAP, CDP-star luminescence, 1 M DEA | actives 0.03% (n = 200,000);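 active means over 50% inhibition of tissue-nonspecific alkaline phosphatase at 20 µM in the single-dose screen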;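 further: plate controls were DMSO wells for no effect and EDTA-quenched wells as full inhibition for full effect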
Target sequence (P05186 whole entry, looked up): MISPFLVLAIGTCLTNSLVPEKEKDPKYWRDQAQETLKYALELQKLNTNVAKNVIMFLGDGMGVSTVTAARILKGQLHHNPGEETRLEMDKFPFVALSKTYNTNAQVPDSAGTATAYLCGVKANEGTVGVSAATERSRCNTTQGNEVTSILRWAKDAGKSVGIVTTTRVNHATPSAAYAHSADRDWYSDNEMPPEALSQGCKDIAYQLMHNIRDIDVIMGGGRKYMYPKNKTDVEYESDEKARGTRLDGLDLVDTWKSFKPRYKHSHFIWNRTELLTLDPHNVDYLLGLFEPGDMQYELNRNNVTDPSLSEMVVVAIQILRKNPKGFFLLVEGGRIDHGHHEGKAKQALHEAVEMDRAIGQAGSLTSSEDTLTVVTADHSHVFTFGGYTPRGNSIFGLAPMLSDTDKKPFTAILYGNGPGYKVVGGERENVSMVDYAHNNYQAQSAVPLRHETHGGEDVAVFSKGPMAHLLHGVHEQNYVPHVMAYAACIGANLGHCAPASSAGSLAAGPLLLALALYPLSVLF
PMI act satM6P – activators of human phosphomannose isomerase at near-saturating mannose 6-phosphate. P34949. activation factor at 20 µM. coupled PMI enzyme assay, resazurin fluorescence, 20 min; stronger effect = higher value; 1 = untreated enzyme, 0 = substrate-free blank. actives 0.34% (n = 190,000);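 active means activation factor of 2 or more at 20 µM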
Target sequence (P34949 whole entry, looked up): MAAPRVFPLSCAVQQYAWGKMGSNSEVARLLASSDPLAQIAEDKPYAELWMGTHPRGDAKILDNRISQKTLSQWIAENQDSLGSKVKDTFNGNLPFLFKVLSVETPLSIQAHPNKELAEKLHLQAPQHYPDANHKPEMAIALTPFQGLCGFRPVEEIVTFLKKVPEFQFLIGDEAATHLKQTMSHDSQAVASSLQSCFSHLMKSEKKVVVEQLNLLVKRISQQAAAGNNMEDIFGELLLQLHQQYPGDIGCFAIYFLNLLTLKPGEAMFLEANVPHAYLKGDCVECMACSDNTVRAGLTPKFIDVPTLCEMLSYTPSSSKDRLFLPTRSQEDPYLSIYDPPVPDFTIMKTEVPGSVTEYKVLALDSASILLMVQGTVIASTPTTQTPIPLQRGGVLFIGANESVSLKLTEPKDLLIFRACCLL
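Test system: human phosphomannose isomerase with PGI, G6PDH, diaphorase coupling enzymes; Amount: PMI at 15 ng/mL final; Reagent: Mannose-6-phosphate 1.0 mM (near-saturating) plus 0.22 mM NADP+; Timing: 20 min, room temperature; Technique: resorufin fluorescence at Ex 544/Em 590 nm; Dosing: 20 µM single dose.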
Diaphorase inh – inhibits diaphorase or chemically oxidizes, flagging diaphorase assay artifacts | actives 0.69% (n = 190,000) | inhibition, % at 20 µM | diaphorase resazurin-to-resorufin fluorescence, NADH, 16 min; bacterial (C. kluyveri) enzyme, not human;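 active means primary screen inhibition at 20 µM above a set limit, cut at about 50% in these data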;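 further: plate controls were DMSO with full reaction for no effect and wells lacking NADH for full effect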
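Assay system – diaphorase enzyme from Clostridium kluyveri · Amount – diaphorase 0.14 U/mL (working solution) · Times – reaction incubation of 16 min at room temperature · Controls – No-NADH positive control and DMSO neutral control · Signal – resorufin fluorescence 544/590 nm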
TNAP inh no acc – inhibitors of human TNAP without phosphate acceptor; purified TNAP, CDP-star luminescence, 30 min; P05186; actives 0.26% (n = 200,000); inhibition, % at 20 µM;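 active means tissue-nonspecific alkaline phosphatase inhibition above about 50% at 20 µM in the single-dose screen, limit read from the data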;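 further: 0% = DMSO negative control and 100% = EDTA positive control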
G6PDH counter – counter-screen for G6PDH assay hits: L. mesenteroides G6PDH inhibition; Purified L. mesenteroides G6PDH, diaphorase/resazurin coupled fluorescence, 45 min; inhibition, % at 5 µM; actives 0.12% (n = 200,000); in the data active means inhibition above about 50%
HMGR II inh – inhibitors of class II HMG-CoA reductase from Enterococcus faecalis | purified E. faecalis HMGR, NADPH absorbance 340 nm kinetic | inhibition, % at 10 µM | actives 0.41% (n = 190,000);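 active means inhibition above a set limit, the median over all tested compounds plus 3 SD, cut at about 9.5% in these data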;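 further: enzyme runs in reverse so mevalonate oxidation gives rising NADPH absorbance; 0% = complete reaction with DMSO and 100% = background rate lacking mevalonate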
TNAP act hi DEA – increases human TNAP activity under high phosphate acceptor concentration | P05186 | purified TNAP, CDP-star luminescence, 1 M DEA, 30 min; stronger effect = higher value; 0 = EDTA background, 1 = DMSO-only activity | activation factor at 20 µM | 200,000 tested, under 10 active;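 active means activation factor at least 2 at 20 µM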
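Test system – human TNAP · Doses – 20 µM single point · Incubation – 30 min, room temperature · Signal – luminescent substrate turnover signal · Read-out basis – activation factor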
PMI activator – phosphomannose isomerase (human) activation; P34949; activation factor at 20 µM; actives 0.005% (n = 190,000); purified human PMI, coupled resazurin fluorescence, 20 min; stronger effect = higher value; 1 = vehicle control, 0 substrate-free wells;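 active means activation factor of 2 or more at 20 µM, relative to plate controls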
Active calls of the source: *. Compounds were not picked by outcome; about 1.7% have a hit in one of these screens.

For Cc1ccc(NC(=S)NCc2ccc3c(c2)OCO3)cc1 the results were Diaphorase act 0.9, FLuc stim CS 1, TNAP inh hi DEA -2, PMI act satM6P 1, Diaphorase inh 8, TNAP inh no acc -17, G6PDH counter -9, HMGR II inh -4, TNAP act hi DEA 1 and PMI activator 0.9.
Cc1nnc(NC(=O)c2ccc3ccccc3c2)o1 was read as Diaphorase act 0.9, FLuc stim CS 0.7, TNAP inh hi DEA 0, PMI act satM6P 0.8, Diaphorase inh 14, TNAP inh no acc -3, G6PDH counter 2, HMGR II inh 2, TNAP act hi DEA 1 and PMI activator 0.9.
Cc1ccc2cccc(S(=O)(=O)N3CCN(c4ccccc4F)CC3)c2n1 was read as Diaphorase act 0.9, FLuc stim CS 1, TNAP inh hi DEA -3, PMI act satM6P 1, Diaphorase inh 6, TNAP inh no acc -7, G6PDH counter 10, HMGR II inh 1, TNAP act hi DEA 1 and PMI activator 1.
Screening CS(=O)(=O)N(CC(=O)N1CCc2ccccc2C1)c1ccc2c(c1)OCO2 returned Diaphorase act 0.8, FLuc stim CS 1.1, TNAP inh hi DEA 2, PMI act satM6P 0.9, Diaphorase inh 17, TNAP inh no acc -3, G6PDH counter 4, HMGR II inh -1, TNAP act hi DEA 1 and PMI activator 0.8.
`COC(=O)c1cc(OC)c(OC)cc1NC(=O)CN1CCOCC1` gave Diaphorase act 0.9, FLuc stim CS 1, TNAP inh hi DEA -6, PMI act satM6P 1, Diaphorase inh 9, TNAP inh no acc -12, G6PDH counter 2, HMGR II inh -1, TNAP act hi DEA 1.1 and PMI activator 0.9.
For Cc1ccc(OCC(=O)Nc2ccccc2Sc2ccccc2)c([N+](=O)[O-])n1 the results were Diaphorase act 0.8, FLuc stim CS 1.1, TNAP inh hi DEA -1, PMI act satM6P 1, Diaphorase inh 17, TNAP inh no acc -2, G6PDH counter 8, HMGR II inh -5, TNAP act hi DEA 1 and PMI activator 1.
O=C(C1CC1)N1CCc2cc(Br)cc(S(=O)(=O)NC3CCCCC3)c21 was read as Diaphorase act 1, FLuc stim CS 1, TNAP inh hi DEA -5, PMI act satM6P 1, Diaphorase inh 2, TNAP inh no acc -5, G6PDH counter 0, HMGR II inh 2, TNAP act hi DEA 1.1 and PMI activator 0.9.
`CC(O)c1nc2ccccc2n1Cc1nnc(-c2ccc(Cl)cc2)o1` (stereo not drawn) gave Diaphorase act 0.8, FLuc stim CS 1, TNAP inh hi DEA -9, PMI act satM6P 0.9, Diaphorase inh 21, TNAP inh no acc -5, G6PDH counter -2, HMGR II inh -2, TNAP act hi DEA 1.1 and PMI activator 1.
For CCN(CCCCN1C(=O)c2ccccc2C1=O)c1ccc2c(c1)C(=O)N(C)C2=O the results were Diaphorase act 0.8, FLuc stim CS 1.1, TNAP inh hi DEA -4, PMI act satM6P 1, Diaphorase inh 25, TNAP inh no acc 2, G6PDH counter 8, HMGR II inh 1, TNAP act hi DEA 1 and PMI activator 1.1.
`CNc1cc(N2CCN(S(=O)(=O)N(C)C)CC2)ccc1[N+](=O)[O-]` gave Diaphorase act 0.9, FLuc stim CS 1.1, TNAP inh hi DEA 13, PMI act satM6P 0.6, Diaphorase inh 14, TNAP inh no acc 13, G6PDH counter 6, HMGR II inh 0, TNAP act hi DEA 0.9 and PMI activator 0.9.
For Cc1cc(-n2ccc(=O)[nH]c2=O)nc(-c2ccccc2)n1 the results were Diaphorase act 0.9, FLuc stim CS 1.1, TNAP inh hi DEA -5, PMI act satM6P 0.7, Diaphorase inh 11, TNAP inh no acc -10, G6PDH counter 3, HMGR II inh -7, TNAP act hi DEA 1.1 and PMI activator 0.9.
COC(=O)c1ccsc1NC(=O)C1COc2ccccc2O1 (stereo not drawn) was read as Diaphorase act 0.7, FLuc stim CS 1, TNAP inh hi DEA -4, PMI act satM6P 0.9, Diaphorase inh 26, TNAP inh no acc -8, G6PDH counter 0, HMGR II inh 4, TNAP act hi DEA 1 and PMI activator 0.9.
Screening CCN(CC)c1ccc(-c2nn3c(-c4n[nH]c5c4CCC5)nnc3s2)cc1 returned Diaphorase act 0.8, FLuc stim CS 0.9, TNAP inh hi DEA -12, PMI act satM6P 0.9, Diaphorase inh 21, TNAP inh no acc -42, G6PDH counter 2, HMGR II inh -8, TNAP act hi DEA 1.1 and PMI activator 0.9.
`Cn1c(CN2CCCC2)nc2cc(NC(=O)c3cccs3)ccc21` gave Diaphorase act 1.1, FLuc stim CS 0.9, TNAP inh hi DEA -2, PMI act satM6P 1.2, Diaphorase inh -7, TNAP inh no acc -9, G6PDH counter -4, HMGR II inh -4, TNAP act hi DEA 1 and PMI activator 1.3.
Screening CCNc1ccc(C(=O)OCC)cc1NC(=O)c1cc(S(=O)(=O)N2CCOCC2)ccc1C returned Diaphorase act 0.9, FLuc stim CS 1.1, TNAP inh hi DEA -2, PMI act satM6P 1, Diaphorase inh 10, TNAP inh no acc -11, G6PDH counter 8, HMGR II inh -2, TNAP act hi DEA 1 and PMI activator 1.
For Cc1cccc(Nc2nc(N3CCCCC3)nc(N3CCCCC3)n2)c1 the results were Diaphorase act 0.9, FLuc stim CS 1.1, TNAP inh hi DEA 0, PMI act satM6P 0.9, Diaphorase inh 12, TNAP inh no acc -5, G6PDH counter 5, HMGR II inh -5, TNAP act hi DEA 1 and PMI activator 0.9.
Screening Nc1c(N2CCCC2)cc(Cl)c2nonc12 returned Diaphorase act 0.4, FLuc stim CS 1.1, TNAP inh hi DEA -1, PMI act satM6P 0.4, Diaphorase inh 62*, TNAP inh no acc 7, G6PDH counter 57*, HMGR II inh 0, TNAP act hi DEA 1 and PMI activator 0.5.
`CCCCC(=O)Nc1cccc(NC(=S)NC(=O)COc2ccccc2Cl)c1` gave Diaphorase act 1, FLuc stim CS 1, TNAP inh hi DEA -4, PMI act satM6P 1, Diaphorase inh 3, TNAP inh no acc 8, G6PDH counter -10, HMGR II inh -10, TNAP act hi DEA 1 and PMI activator 0.9.
`CCOC(=O)c1cccc(NC(=O)c2cnccn2)c1` gave Diaphorase act 0.9, FLuc stim CS 1, TNAP inh hi DEA 2, PMI act satM6P 0.9, Diaphorase inh 8, TNAP inh no acc -6, G6PDH counter 2, HMGR II inh -6, TNAP act hi DEA 1 and PMI activator 0.8.
For O=C(COC(=O)C1(c2ccc(F)cc2)CCCC1)NC1CC1 the results were Diaphorase act 1.1, FLuc stim CS 1, TNAP inh hi DEA -5, PMI act satM6P 1.1, Diaphorase inh -10, TNAP inh no acc -10, G6PDH counter 3, HMGR II inh 0, TNAP act hi DEA 1.1 and PMI activator 1.
Cc1cc(NC(=O)c2cc(-c3ccncc3)nc3c(C)cccc23)no1 was read as Diaphorase act 1, FLuc stim CS 1, TNAP inh hi DEA 1, PMI act satM6P 1, Diaphorase inh 2, TNAP inh no acc -3, G6PDH counter 4, HMGR II inh 0, TNAP act hi DEA 1 and PMI activator 0.9.
`NC(=O)c1ccccc1NC(=O)Nc1cccc(Cl)c1` gave Diaphorase act 0.7, FLuc stim CS 0.8, TNAP inh hi DEA -7, PMI act satM6P 0.8, Diaphorase inh 31, TNAP inh no acc -14, G6PDH counter -11, HMGR II inh -1, TNAP act hi DEA 1.1 and PMI activator 0.8.
Screening COC(=O)c1cn(CC(=O)Nc2ccc(F)cc2)c2ccccc12 returned Diaphorase act 1, FLuc stim CS 1, TNAP inh hi DEA 0, PMI act satM6P 0.9, Diaphorase inh 0, TNAP inh no acc -4, G6PDH counter 10, HMGR II inh -7, TNAP act hi DEA 1 and PMI activator 1.
Screening O=C1c2ccccc2C(=O)N1CCN1CCCCC1 returned Diaphorase act 1.1, FLuc stim CS 1, TNAP inh hi DEA -2, PMI act satM6P 1, Diaphorase inh -6, TNAP inh no acc -7, G6PDH counter 2, HMGR II inh 19*, TNAP act hi DEA 1 and PMI activator 1.
Nc1c(Nc2ccccc2)c2ccccc2oc1=O was read as Diaphorase act 0.9, FLuc stim CS 1, TNAP inh hi DEA -5, PMI act satM6P 0.9, Diaphorase inh 10, TNAP inh no acc -11, G6PDH counter -8, HMGR II inh -7, TNAP act hi DEA 1 and PMI activator 0.9.
Screening CCCCN1C(=O)C(O)=C(C(C)=O)C1c1ccccc1[N+](=O)[O-] (stereo not drawn) returned Diaphorase act 0.9, FLuc stim CS 1, TNAP inh hi DEA 2, PMI act satM6P 0.5, Diaphorase inh 8, TNAP inh no acc -2, G6PDH counter 19, HMGR II inh -3, TNAP act hi DEA 1 and PMI activator 0.8.
Screening C=CCNc1nc(NCC)nc(N2CCOCC2)n1 returned Diaphorase act 0.9, FLuc stim CS 1.1, TNAP inh hi DEA -6, PMI act satM6P 1.1, Diaphorase inh 10, TNAP inh no acc -18, G6PDH counter 8, HMGR II inh -6, TNAP act hi DEA 1.1 and PMI activator 1.
For CCCCn1c(N)c(N(CC)C(=O)c2ccc3c(c2)S(=O)(=O)c2ccccc2C3=O)c(=O)[nH]c1=O the results were Diaphorase act 1, FLuc stim CS 1, TNAP inh hi DEA -1, PMI act satM6P 1.1, Diaphorase inh -2, TNAP inh no acc -5, G6PDH counter 7, HMGR II inh -1, TNAP act hi DEA 1 and PMI activator 1.1.
For COCCCNC(NC(=O)c1ccc(C)cc1)C(Cl)(Cl)Cl (stereo not drawn) the results were Diaphorase act 1, FLuc stim CS 1, TNAP inh hi DEA 0, PMI act satM6P 1.1, Diaphorase inh 4, TNAP inh no acc -9, G6PDH counter -1, HMGR II inh -1, TNAP act hi DEA 1 and PMI activator 1.
`COC(=O)Cc1cc(=O)oc2c(C)c(O)ccc12` gave Diaphorase act 0.8, FLuc stim CS 1, TNAP inh hi DEA -6, PMI act satM6P 0.9, Diaphorase inh 23, TNAP inh no acc -7, G6PDH counter -16, HMGR II inh 0, TNAP act hi DEA 1.1 and PMI activator 0.9.
